Screens as filed in PubChem.
Yfh1-depleted yeast: enhancers of respiration in Yfh1-depleted yeast, dose response, Friedreich's ataxia, plus single-dose screen (AID 1465). S. cerevisiae Yfh1-off respiration, WST-1 reduction, 72 h; higher fold induction means a stronger effect. fold induction at 50 µM, or EC50 in µM where a hit was titrated. hit rate 0.074% among 220,000;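 active means fold induction of absorbance versus untreated yeast above a set limit, then at least 30% activation at any dose in follow-up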;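 further: activators that raise dye reduction in frataxin-depleted yeast; strong numbers were not always called active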
M17LAP inhibition: P. falciparum M17LAP inhibitors, primary screen, biochemical, fluorogenic H-Leu-NHMec substrate, 1536-well (AID 1619). inhibition, % at 30 µM, or IC50 in µM where a hit was titrated. recombinant M17LAP, H-Leu-NHMec fluorogenic kinetic assay; higher % means a stronger effect. Leucine aminopeptidase (Plasmodium falciparum (isolate 3D7)). hit rate 0.38% among 220,000;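 active means compound inhibiting the enzyme by more than half at any dose during confirmatory dose-response retesting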;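 further: plate controls were full reaction with DMSO carrier for no effect and no enzyme background for full effect; strong numbers were not always called active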
Dynein transport: inhibitors of GR-EGFP nuclear translocation, primary screen, dynein cargo transport inhibitor project, imaging, high-content, 3617.4 mouse cells | z-score, hits read low | test concentration mostly 20 µM; stimulated with dexamethasone, 1 µM; active compounds read low | hit rate 0.47% among 220,000;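 active means plate z-score of nuclear minus cytoplasmic receptor signal below a set negative limit, without overly bright fluorescence or cell loss, cut at about -3.5 in these data, passing the limit was not always enough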;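 further: z-score of nuclear minus cytoplasmic ring GR-EGFP intensity difference per well; some compounds called inactive have numbers as strong as hits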
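medium = tetracycline-free induction medium containing charcoal-stripped FBS | also added = 1.0 µM final dexamethasone stimulus | schedule = 48 h induction, 1 h compound, 30 min dex at 37 °C | technique = fixed, Hoechst-stained cells imaged at 10x for EGFP | measure = GR-EGFP nuclear translocation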
WT yeast gro inh: growth inhibition of WT strain, primary screen, mitochondrial fusion inhibitor project, WT and mutant strains, chemical genetic; mitochondrial fusion phenotypic screen; inhibition, % at 10 µM; hit rate 2.1% among 190,000; in the data active means inhibition above about 58%; tested in S. cerevisiae
Autophagy mod: autophagy modulators in MEF cells, primary screen, imaging, high-content, MEF GFP-LC3. MEF GFP-LC3 puncta imaging; test concentration mostly 10 µM. calls only at 10 µM (by protocol). hit rate 0.98% among 190,000. AID 463193, 2010;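 active means percentage of spot-positive cells more than 3 SD above its plate mean, without a fluorescence outlier flag or 80% toxicity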;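 further: spot-positive cell cutoff set from DMSO-treated cells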
b-catenin transl: modulators of beta-catenin nuclear translocation, primary screen, imaging, HeLa cells, immunofluorescence, high-content; nuclear translocation activity, % at 5 µM; hit rate 0.3% among 190,000;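 active means nuclear translocation activity above 50% at 5 µM, with a well cell count of 50 or more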;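 further: per-cell ratio of nuclear to cytoplasmic median beta-catenin stain intensity; plate controls were DMSO negative control for no effect and GSK-3 inhibitor IX positive control for full effect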
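Test system: human HeLa cells, native beta-catenin. Compound dosing: 5 µM primary single dose, 0.1% DMSO, 0.02–20 µM confirmation series. Incubation: compound exposure 24 h at 37°C. Detection: beta-catenin immunostaining with DAPI counterstain, 20x imaging, 6 fields/well. Read-out basis: Nuclear/cytoplasmic beta-catenin signal ratio, % activation.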
MT stabilizer: microtubule stabilizers in HeLa cells, primary screen, imaging, high-content imaging; HeLa tubulin immunostaining HCS, 24 h; share of cells brighter than vehicle mean+2SD; % tubulin-high responders, % at 10 µM; hit rate 0.83% among 200,000;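 active means plate Z-score above 3 for both tubulin-high and condensed-nucleus cell shares, with cell loss under 80%, at 10 µM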;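 further: anti alpha tubulin signal scored within the nucleus-defined area of each cell; some results filed as inactive read as strong as hits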
M1AAP inhibition: P. falciparum M1AAP inhibitors, biochemical, fluorogenic H-Leu-NHMec substrate, 1536-well (AID 1445); recombinant M1AAP, H-Leu-NHMec fluorogenic kinetic assay; higher % means a stronger effect; inhibition, % at 30 µM; hits with a dose series show IC50 in µM; hit rate 0.42% among 220,000;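 active means primary inhibition above the hit cutoff, then over 50% inhibition at one or more dose response concentrations, cut at about 23% in these data, passing the limit was not always enough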;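 further: plate controls were DMSO full reaction for no effect and no enzyme background for full effect; strong numbers were not always called active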
T cell modulator: modulators of CD8 T cell-vesicle binding, primary screen, mouse 2C CD8+ T cells, flow cytometry; 2C CD8+ T cell-vesicle binding; active compounds read low; hit rate 0.068% among 330,000; AID 2052, 2009; calls only at 7 µM;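 active means response, share of CD8 T cells binding vesicles, and their 90th percentile fluorescence all below set limits, cut at about 80% in these data, passing the limit was not always enough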
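Read-out – percent CD8+ FL2 mean versus row control · System – murine 2C transgenic CD8+ T lymphocytes · Times – 1.5 h cell–vesicle binding at 37 °C, then 20 min icy labelling · Control set – naked vesicles low, QL9 vesicles with vehicle high · Detection – cytometric PE anti-B7-1 and Alexa647 anti-CD8 signals after 1% paraformaldehyde fixation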
WT yeast gro inh mutant strain: further read-out of WT yeast gro inh, marked with its call; inhibition, %; mitochondrial fusion phenotypic screen, mutant strain inhibition
Dynein transport cytoplasmic EGFP: recorded beside Dynein transport, whose call it bears; z-score; measured here: cytoplasmic GR-EGFP intensity; active compounds read high
Dynein transport nuclear GR-EGFP: also measured in Dynein transport; calls as there; z-score; measured here: nuclear GR-EGFP intensity;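 lower value marks the stronger effect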
Dynein transport cell count: second read-out of Dynein transport, no call of its own (marks repeat the call); z-score; measured here: cell count per field
b-catenin transl cell count 5 µM: second read-out of b-catenin transl, no call of its own (marks repeat the call); cell count; measured here: cell count, cytotoxicity flag
T cell modulator vesicle-bound %: also measured in T cell modulator; calls as there; double positive events, %; measured here: CD8+ vesicle-bound cell fraction;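 binding gate set so that unloaded-vesicle control wells show 10% double positive cells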
MT stabilizer Hoechst-high %: second read-out of MT stabilizer, no call of its own (marks repeat the call); % Hoechst-high responders; measured here: nuclear condensation Hoechst responders;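 share of cells brighter than vehicle mean plus two SD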
MT stabilizer cytotoxicity %: further read-out of MT stabilizer, marked with its call; toxicity, %; measured here: cytotoxicity by cell density;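 0% = mean cell density of plate MIN control wells and 100% = no cells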
Autophagy mod cell loss 18 h: further read-out of Autophagy mod, marked with its call; toxicity, %; measured here: cell loss, nuclei count;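 cell loss after 18 h compound exposure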
The depositor's hits bear a star; i = inactive; · = not tested or not shown; + = active, no number.

The opening 3 compounds, to show the layout:
SMILES	Yfh1-depleted yeast	M17LAP inhibition	Dynein transport	Dynein transport cytoplasmic EGFP	Dynein transport nuclear GR-EGFP	Dynein transport cell count	WT yeast gro inh	WT yeast gro inh mutant strain	Autophagy mod	Autophagy mod cell loss 18 h	b-catenin transl	b-catenin transl cell count 5 µM	MT stabilizer	MT stabilizer Hoechst-high %	MT stabilizer cytotoxicity %	M1AAP inhibition	T cell modulator	T cell modulator vesicle-bound %
COc1cccc(NC(=O)CNS(=O)(=O)c2ccc3nc(C)sc3c2)c1	·	9%	-0.89	-0.33	-0.23	-0.26	2	-6	i	13	0.4	980	3.2	2.8	6.9	4%	i	62
Cc1ccc(NC(=O)c2ccccc2-c2ccccc2C(=O)O)cc1	i	10%	0.71	-0.18	0.019	-1.6	-10	-15	i	9	-0.2	551	1.8	1.4	4.6	-2%	i	28
O=C(Nc1ccccc1N1CCN(c2ccc(F)cc2)CC1)c1ccccc1	i	7%	1.2	-0.3	-0.25	0.31	-16	0	i	-4	-2.6	1113	5.2	2.6	8.1	3%	i	61

Main list, from the first entry:
SMILES	Yfh1-depleted yeast	M17LAP inhibition	Dynein transport	Dynein transport cytoplasmic EGFP	Dynein transport nuclear GR-EGFP	Dynein transport cell count	WT yeast gro inh	WT yeast gro inh mutant strain	Autophagy mod	Autophagy mod cell loss 18 h	b-catenin transl	b-catenin transl cell count 5 µM	MT stabilizer	MT stabilizer Hoechst-high %	MT stabilizer cytotoxicity %	M1AAP inhibition	T cell modulator	T cell modulator vesicle-bound %
COc1cccc(NC(=O)CNS(=O)(=O)c2ccc3nc(C)sc3c2)c1	·	9%	-0.89	-0.33	-0.23	-0.26	2	-6	i	13	0.4	980	3.2	2.8	6.9	4%	i	62
Cc1ccc(NC(=O)c2ccccc2-c2ccccc2C(=O)O)cc1	i	10%	0.71	-0.18	0.019	-1.6	-10	-15	i	9	-0.2	551	1.8	1.4	4.6	-2%	i	28
O=C(Nc1ccccc1N1CCN(c2ccc(F)cc2)CC1)c1ccccc1	i	7%	1.2	-0.3	-0.25	0.31	-16	0	i	-4	-2.6	1113	5.2	2.6	8.1	3%	i	61
N#CCSc1nc2ccccc2c(=O)n1CCCC(=O)NCC1CCCO1 (stereo unspecified)	i	0%	0.68	-0.28	0.33	-0.3	-5	1	i	10	-1.0	928	3.6	1.7	6.4	1%	i	65
Cc1ccc(C(=O)NCCc2ccc(S(N)(=O)=O)cc2)o1	i	-6%	-0.59	-0.14	-0.26	0.55	-4	2	i	-2	-4.4	1115	1.2	2.0	4.3	-3%	i	45
COc1ccc(-c2csc(N3C(=O)CNC3=S)n2)cc1	i	-7%	0.32	-0.25	0.51	-0.95	9	7	i	5	6.5	470	5.0	3.4	6.0	0%	i	39
CCOC(=O)c1cn(Cc2ccccc2)c2cc(C)nn2c1=O	i	-11%	-0.9	-0.13	-0.47	0.43	·	·	·	·	-1.9	1171	·	·	·	1%	i	22
COc1ccc(OCC(O)CNC(=O)c2ccc(OC)cc2)cc1 (stereo unspecified)	i	0%	-0.65	-0.14	0.39	0.48	14	4	i	8	-3.3	1113	1.3	2.5	9.2	-1%	i	53
CCCCN(Cc1ccccc1)S(=O)(=O)c1ccc2[nH]c(=O)oc2c1	i	9%	2	-0.33	0.99	-1.1	-14	-4	i	-21	-0.2	1463	2.2	1.2	7.1	8%	i	24
COc1cccc(C(c2sc3ncnn3c2O)N2CCN(C(=O)c3ccco3)CC2)c1 (stereo unspecified)	i	15%	-0.55	-0.064	-0.12	0.21	14	3	i	-3	-3.5	1172	2.6	4.2	10	-2%	i	30
CCCOc1ccc(NC(=O)C2OC3OC(C)(C)OC3C3OC(C)(C)OC23)cc1 (stereo unspecified)	i	5%	-0.99	-0.26	0.22	0.072	-5	-7	+	-25*	-5.4	1191	2.5	2.5	7.3	11%	i	46
Cc1cc(SCC(=O)NC(=O)NCc2ccco2)nc2c(C)cccc12	i	8%	-0.37	-0.2	0.023	0.67	-9	5	i	0	-3.3	1157	5.1	2.1	0.1	2%	i	56
CN(C)c1nc(-c2ccccc2)ncc1S(=O)(=O)c1ccccc1	i	-2%	-0.32	-0.24	-0.18	0.83	14	17	i	9	0.4	1472	2.6	2.1	3.9	1%	i	58
Cn1c2ccccc2c2cnn(CC(=O)Nc3cccc(F)c3)c(=O)c21	i	-5%	1.4	-0.18	1.3	-1.1	·	·	·	·	0.3	1293	·	·	·	-2%	i	34
COC(=O)C1=C(C)NC(=O)/C1=C\c1cc(C)n(-c2cc(C)cc(C)c2)c1C	i	12%	-0.085	0.0065	-0.14	-0.78	8	-3	i	0	·	·	2.6	1.6	11	10%	i	18
COCCCN1CN=C(Nc2nc3ccccc3o2)NC1	i	13%	0.43	-0.25	-0.065	-0.44	-15	7	i	14	-0.7	1074	2.8	1.8	11	8%	i	51
CCOC(=O)Cn1nnnc1C	i	-5%	-1.2	-0.32	-0.7	1.5	-19	-7	i	1	·	·	1.8	2.1	7.5	2%	i	52
Cc1cc(C)c(S(=O)(=O)NCCCn2ccnc2)c(C)c1	i	6%	0.52	0.3	0.23	-0.61	0	-17	i	-11	0.9	1097	5.3	4.0	8.8	-1%	i	10
O=C(CSc1ccsc1[N+](=O)[O-])N1CCCCCC1	i	5%	1.1	-0.21	0.59	-0.45	6	-7	i	33	0.8	1050	5.3	1.1	5.3	4%	i	30
O=C(Nc1ccccc1)N1CCCN(Cc2ccccc2F)C1	i	3%	0.3	-0.1	0.16	-0.73	17	12	i	7	1.0	1281	6.7	1.6	3.6	-1%	i	19
CCOC(=O)N1CCN(Cc2nc3c(c(=O)n(C)c(=O)n3C)n2Cc2ccccc2)CC1	i	4%	0.56	-0.13	0.5	-0.94	5	-3	·	·	0.0	969	3.7	1.5	7.1	7%	i	22
Cc1ccc(NC(=O)c2ccccc2OCC(=O)Nc2cccc(Cl)c2C)nc1	i	1%	1	-0.29	0.73	-0.64	6	6	i	7	-3.0	1134	4.5	2.0	7.2	3%	i	6
CN(c1ccccc1)c1ccc(/C=C(\C#N)c2nnc3n2CCCCC3)cc1[N+](=O)[O-]	i	1%	-1.1	-0.099	-0.83	0.73	-10	-6	i	16	5.0	970	3.0	3.2	6.6	35%	i	51
Cc1ccc2c(c1)-c1c(ssc1=S)C(C)(C)N2C(=O)c1ccco1	i	0%	0.65	-0.034	0.84	-1.4	53	6	i	-9	-1.9	1233	37*	16*	32*	0%	i	10
CCC(c1nnnn1Cc1ccc(F)cc1)N1CCN(C2CCCCC2)CC1 (stereo unspecified)	i	0%	-0.084	0.63	0.28	-0.14	-19	2	i	12	-5.3	1068	3.2	2.1	19	1%	i	36
COc1cccc(CN(Cc2ccccc2F)S(=O)(=O)c2ccc(S(=O)(=O)NCc3ccccc3)cc2)c1	i	-2%	-0.92	-0.19	-0.62	0.59	-1	-7	i	-7	0.3	919	2.2	2.7	11	-8%	i	54
CCOc1ccc(N2C(=O)/C(=C/c3ccc(C)o3)N(C)C2=S)cc1	i	3%	-0.29	-0.09	0.068	2.8	7	-7	i	5	-0.4	1030	1.3	1.9	6.2	5%	i	50
O=c1n(Cc2ccc(Cl)cc2)c2sc3c(c2c2ncnn12)CCCC3	i	4%	-0.45	-0.23	-0.32	-0.34	10	-4	i	-1	·	·	1.7	0.5	23	4%	i	39
CCCCOc1c(Br)cc(/C=C2\N=C(C)OC2=O)cc1OCC	i	18%	-0.12	-0.07	-0.63	0.55	3	-6	i	-21	·	·	2.4	1.3	5.3	1%	i	25
CCc1ccc2c(c1)cc(CN(C(=S)Nc1ccc(Cl)cc1)C1CC1)c1nnnn12	i	4%	·	·	·	·	49	2	+	5.4*	-1.3	1008	1.2	1.6	4.7	0%	i	14
O=C(CCSc1nc2cc(Cl)ccc2o1)N1CCOCC1	i	8%	-0.44	-0.19	0.046	-0.26	14	-2	i	1	-3.5	1134	4.6	2.1	7.0	1%	i	3
COC(=O)/C(N=Nc1cccc(C(F)(F)F)c1)=C(\C)O	i	19%	0.45	-0.22	0.013	0.22	10	73	i	6	5.5	931	4.5	1.1	10	8%	i	27
Cn1ccnc1SCC(=O)Nc1cccc(O)c1	i	7%	0.12	0.084	0.42	-0.76	2	-5	i	0	3.6	1009	1.2	1.3	2.9	7%	i	11
COc1ccc(S(=O)(=O)NC2CC2)cc1-n1cnnn1	i	·	1.1	-0.17	1.2	-1	-9	-3	i	-1	0.2	1006	3.5	2.4	4.8	·	i	61
COC(=O)CSc1nnc([C@H](CC(C)C)NC(=O)OC(C)(C)C)o1	i	3%	-0.42	-0.22	-0.21	0.77	30	12	i	-7	-8.3	1249	1.3	1.4	8.8	4%	i	46
